# S aureus QS inh = S. aureus quorum sensing inhibition. inhibition, % at 2 µM. S. aureus RN6390 RNAIII-GFP reporter, AIP-induced, flow cytometry 3 h. 24,000 compounds, 0.3% hits;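 active means share of bacteria positive for the green fluorescent reporter and its mean brightness both inhibited by 50% or more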;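 further: 0% = AIP-stimulated control and 100% = unstimulated bacteria without AIP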
# S aureus QS inh GFP MFI % = also measured in S aureus QS inh; calls as there; inhibition, %; measured here: inhibition of GFP MFI
# An asterisk follows results filed as active.
# The line under a structure holds: S aureus QS inh | S aureus QS inh GFP MFI %
COc1cc(-n2c(=O)c3ccccc3n(Cc3cccnc3)c2=O)cc(OC)c1OC
  3 | 9
CCOc1ccc(-c2nnn(CC(=O)N3CCN(c4ccc(F)cc4)CC3)n2)cc1OCC
  1 | 1
CCOc1ccc(S(=O)(=O)N2CCC(C(N)=O)CC2)c2ccccc12
  -5 | -7
COCCCNC(=O)C1CCC(=O)N1Cc1ccccc1Cl (configuration not stated)
  -1 | -2
O=C(NCc1cccnc1)c1ccccn1
  -2 | -25
O=C(CN(C(=O)CCNC(=O)c1ccco1)c1ccccc1)NC1CCCC1
  1 | -4
Cc1cccc(-c2nsc(SCC(=O)Nc3cc(C)on3)n2)c1
  -3 | -17
CCOc1ccccc1C1N(c2ccc(OC)cc2)C(=O)C2CCCN21 (configuration not stated)
  1 | 25
Cc1ccc2cc3cc(C(=O)NCCC(C)C)oc3nc2c1
  3 | 10
CCOC(=O)C1CCN(C(=O)Nc2ccc3snnc3c2)CC1
  0 | 1
Cc1ccccc1OCCCN1C(=O)C(=O)c2cccc(C)c21
  13 | 30
CCOC(=O)N1CCN(c2cc(NCCC(=O)O)c3c4c(onc24)-c2ccccc2C3=O)CC1
  11 | 17
O=C(Nc1ccc(Cl)c(Cl)c1)N1CCSC1c1ccco1 (configuration not stated)
  -5 | -10
Cc1ccc(N(CC(=O)NC2CCC(C)CC2)S(=O)(=O)c2cccnc2)cc1 (configuration not stated)
  6 | 12
Cc1n[nH]c(C)c1S(=O)(=O)N1CCCC(C(=O)NCC2COc3ccccc3O2)C1 (configuration not stated)
  -2 | -25
CCCc1cc(=O)oc2c(C)c3occ(C)c3cc12
  0 | -4
Cc1nc2sc(C(c3ccco3)N3CCN(c4cccc(Cl)c4)CC3)c(O)n2n1 (configuration not stated)
  1 | 7
O=C(CC1SC(=Nc2ccccc2)N(CCCO)C1=O)Nc1ccc(Cl)cc1 (configuration not stated)
  3 | 12
O=C(CCCNS(=O)(=O)c1cccc2nsnc12)NCc1ccccc1
  -5 | -16
COC(=O)c1ccc(NC(=O)C2CC(=O)N(c3cc(C)ccc3C)C2)cc1 (configuration not stated)
  -1 | 5
C=CCn1cc(C(=O)NCCCOC)c(=O)c2cc(S(=O)(=O)N3CCC(C)CC3)ccc21
  6 | 10
CC1(C)OC(=O)C(=CNC(Cc2c[nH]c3ccccc23)C(=O)O)C(=O)O1 (configuration not stated)
  5 | 13
Cc1c(C(=O)NCc2ccccc2)oc2c1C(=O)CCC2
  -8 | -18
COc1ccc(-n2c(Cc3cccn3C)nnc2SCC(=O)Nc2ccc(C)cc2)cc1
  17 | 49
COc1ccc(C(=O)NC(C)c2nc3ccccc3n2C)cc1OC (configuration not stated)
  -1 | 1
C=CCn1c(SCc2cc(=O)n3ccsc3n2)nnc1C1CCCCC1
  0 | 2
COc1ccc2c(c1)CCc1c(C(=O)N3CCCC3)noc1-2
  2 | 14
CN(C)S(=O)(=O)N1CCN(C(=O)N(c2ccccc2)c2ccccc2)CC1
  1 | -6
COCc1c(C(N)=O)nnn1-c1nonc1N
  2 | 0
O=C(Nc1ccc2nc(-c3cccs3)[nH]c2c1)c1ccco1
  1 | 14
COc1cccc(-c2nc(CS(=O)(=O)CC(=O)N3CCN(C4CCCCC4)CC3)c(C)o2)c1
  -4 | -11
O=[n+]1c2c(n([O-])c3c1CCCC3)CCCC2
  -1 | -37
CSc1cccc(NS(=O)(=O)c2ccc3c(c2)oc(=O)n3C)c1
  -2 | -41
CN(C)c1ccc(-c2noc(-c3ccccc3O)n2)cc1
  -1 | -15
CCOc1ccc(-n2c(Cc3cc(=O)[nH]c(=O)[nH]3)nnc2SCC(=O)OC)cc1
  -1 | 0
COc1ccc(NC(=O)C(c2cc3c(cc2[N+](=O)[O-])OCO3)N2CCN(C=O)CC2)cc1 (configuration not stated)
  0 | -4
C[C@]12CC[C@@H]3c4ccc(O)cc4CC[C@H]3[C@@H]1CC[C@@H]2OC(=O)CCC(=O)O
  -4 | -5
COc1cccc(C2=CC(c3cc(OC)ccc3OC)n3nnnc3N2)c1 (configuration not stated)
  1 | 1
Cc1ccccc1NC(=O)c1ccccc1
  -2 | -11
CCOC(=O)C1CCCN(C(=O)c2cc3c(=O)n4cccc(C)c4nc3n2C)C1 (configuration not stated)
  -3 | -11

# Exported as labelled records: 2 of the compounds above
COCc1c(C(N)=O)nnn1-c1nonc1N
  S aureus QS inh = 2 | S aureus QS inh GFP MFI % = 0
O=C(Nc1ccc2nc(-c3cccs3)[nH]c2c1)c1ccco1
  S aureus QS inh = 1 | S aureus QS inh GFP MFI % = 14

# The results go on.
# The line under a structure holds: S aureus QS inh | S aureus QS inh GFP MFI %
Cc1cc(C(=O)NCc2cccnc2)no1
  -1 | 1
Cc1ccccc1NC(=O)c1c(F)c(F)c(F)c(F)c1F
  0 | 13
COc1ccc(-n2c(=O)c3ccccc3n(CC(=O)NC3CCCC3)c2=O)cc1
  -1 | -24
CCOC(=O)N1CCC(N2C(=O)c3ccc(C(=O)NC4CCCCCC4)cc3C2=O)CC1
  5 | 12
O=C(Nc1nc(-c2cccnc2)cs1)c1ccc(S(=O)(=O)N2CCOCC2)cc1
  1 | 5
CNC(=O)CN1C(=O)c2ccccc2S1(=O)=O
  2 | 6
CCOC(=O)c1c(C)c(C(=O)NCC2CCCO2)c(C)n1C (configuration not stated)
  0 | -1
CN(C)S(=O)(=O)c1ccc(NC(=O)C2COc3ccccc3O2)cc1 (configuration not stated)
  -2 | -1
CCOC(=O)c1cc2c(=O)n3ccccc3nc2n(CCOC)c1=NC(=O)C(C)(C)C
  -1 | 0
Nc1cc(C(=O)O)ccc1Nc1ccccc1
  -1 | 4
CC1Oc2ccccc2N(Cc2ccccc2Cl)C1=O (configuration not stated)
  -3 | 1
COc1cc2c(cc1NCc1ccccn1)oc1ccccc12
  0 | 4
COc1ccc(NC(=O)N(Cc2ccc(C)cc2)Cc2ccccn2)c(OC)c1
  -3 | -2
CCC1c2ccc(C)n2CCN1C(=O)Nc1ccc(F)cc1 (configuration not stated)
  0 | -18
Cc1nn(-c2ccccn2)c2c1-c1nc(N)ncc1CC2
  9 | 17
CCC1=C(C(=O)OC)C(c2cc(OC)ccc2OC)C(C#N)=C(N)O1 (configuration not stated)
  0 | 1
Cc1cccc(Cc2nnc(NC(=O)c3cccc(S(=O)(=O)N4CCOCC4)c3)s2)c1
  -4 | -12
Nc1nnc(-c2cc3ccccc3oc2=O)s1
  1 | -4
COCC(=O)N(Cc1ccc(OC)cc1)Cc1nc2ccccc2c(=O)[nH]1
  0 | 21
CC(C)OC(=O)CN1C(=O)C(C)(C)Oc2ccc(C(=O)NC3CC3)cc21
  0 | -1

# Sorted by value in S aureus QS inh (low to high): four from the list above.
# The line under a structure holds: S aureus QS inh | S aureus QS inh GFP MFI %
CC1Oc2ccccc2N(Cc2ccccc2Cl)C1=O (configuration not stated)
  -3 | 1
Nc1cc(C(=O)O)ccc1Nc1ccccc1
  -1 | 4
Cc1ccccc1NC(=O)c1c(F)c(F)c(F)c(F)c1F
  0 | 13
Nc1nnc(-c2cc3ccccc3oc2=O)s1
  1 | -4

# Additional compounds.
# The line under a structure holds: S aureus QS inh | S aureus QS inh GFP MFI %
COc1ccc(Cn2nnnc2C(c2cccs2)N2CCOCC2)cc1 (configuration not stated)
  0 | 18
COc1ccc2c(c1)CCc1c(C(=O)NCCc3ccc(OC)c(OC)c3)noc1-2
  -6 | -12
COc1ccc(C2=Nn3c(nnc3-c3cccnc3)SC2)cc1
  2 | 11
COc1ccc(-c2nc3n(n2)C(c2ccccc2Cl)C(C(N)=O)=C(C)N3)cc1 (configuration not stated)
  0 | 4
O=C(CCN1C(=O)C2C3C=CC(C3)C2C1=O)NCCc1ccccc1 (configuration not stated)
  13 | 32
O=C(CSc1nc2[nH]ncc2c(=O)n1-c1ccccc1)N1CCCc2ccccc21
  1 | 5
O=C(NC1=NCCS1)NC12CC3CC(CC(C3)C1)C2
  0 | 5
CC(=O)c1cccc(N=C2C(=O)Nc3ccccc32)c1
  -4 | -8
CCCS(=O)(=O)N1CCCC(C(=O)NCCN2CCCCC2C)C1 (configuration not stated)
  3 | 7
Cc1ccc(Cn2ccc(NC(=O)c3noc4c3CCCCC4)n2)cc1
  6 | 25
COc1cc(OC)c(C2N(c3cc(C)on3)C(=O)C3CCCN32)cc1OC (configuration not stated)
  -7 | -14
O=C(Cn1ncc2c1-c1ccccc1OC2)N1CCc2ccccc21
  0 | -6
CC(Sc1nc(-c2ccccc2)cc(C(F)(F)F)n1)C(=O)N1CCC(C(N)=O)CC1 (configuration not stated)
  -1 | -16
Fc1ccc(C2C3=C(Nc4ncnn42)c2ccccc2OC3c2ccncc2)cc1 (configuration not stated)
  0 | -3
Cc1cccc2cc(C#N)c(SCCN3CCCCC3)nc12
  25 | 62
CCOC(=O)N1CCC(Nc2c(NCCCN3CCN(c4ccc(OC)cc4)CC3)c(=O)c2=O)CC1
  2 | 7
CCOC1(C(F)(F)F)NC(=O)N(Cc2ccc(OC)cc2)C1=O (configuration not stated)
  -1 | -8
CCCCOc1ccccc1C1CC(=O)NC2=C1C(=O)CCC2 (configuration not stated)
  0 | 12
COc1ccc2cc3cc(C(=O)N4CCN(Cc5ccc6c(c5)OCO6)CC4)oc3nc2c1
  5 | 15
O=C(COc1ccccc1O)Nc1ccccc1Cl
  -4 | -2
COc1ccc(CC(=O)NC2CCN(CC(=O)Nc3ccc4c(c3)OCCO4)CC2)cc1OC
  0 | 3
CC1(C(=O)NC2CCCCCCC2)CCC(=O)N1CCN1CCOCC1 (configuration not stated)
  -1 | -41
CSc1ccccc1NC(=O)c1cc(CC(C)C)on1
  4 | 16
Cc1cc(C(F)(F)F)nn1Cc1ccc(C(=O)NCc2ccco2)o1
  -1 | -69
Cc1cc(Nc2cccc(F)c2)n2ncnc2n1
  0 | -2
CCCCCn1c(CN2CCN(C)CC2)nc2c1c(=O)n(C)c(=O)n2C
  0 | -10
O=C1OC(c2ccccc2)=C/C1=C/N1CCCCC1
  32 | 32
Cc1ccc(C(C(=O)NC2CCCC2)N2CCCCC2)cc1 (configuration not stated)
  3 | -5
CCc1c(C)nc(SCC(=O)Nc2ccc(Br)cc2)[nH]c1=O
  80* | 70*
CCOc1cc(C(=O)N(C)Cc2cc3cc(OC)ccc3[nH]c2=O)cc(OCC)c1OCC
  -12 | -35
CCS(=O)(=O)N1CCCC(C(=O)NCc2cccnc2)C1 (configuration not stated)
  5 | 15
CC(=O)N1CCc2cc3nc(C)cc(C)c3cc21
  6 | 20
O=C1CC(c2ccc(S(=O)(=O)NCc3ccccc3)cc2)CN1 (configuration not stated)
  1 | 6
CCCCn1nnnc1NCc1cccs1
  -1 | -2
CCn1c(C)c(C(C)=O)c(N2CCCCC2)nc1=S
  -1 | -11
CN(C)C(=O)CN(C)S(=O)(=O)c1ccc(Cl)cc1
  1 | 31
O=C(NCC1CCCO1)C1CCC(=O)N1Cc1ccccc1Cl (configuration not stated)
  2 | 12
COc1ccccc1N1CSC2=C(C#N)C(c3ccc(SC)cc3)CC(=O)N2C1 (configuration not stated)
  -3 | -22
Cc1ccc(S(=O)(=O)Nc2cc(C(=O)NCCN3CCCC3)ccc2N2CCCCC2)cc1
  3 | 5
CN1CCN(c2ccccc2NS(=O)(=O)c2ccc3c(c2)CCN3C(=O)C2CCC2)CC1
  4 | -3

# Random excerpt: two records from the list
# The line under a structure holds: S aureus QS inh | S aureus QS inh GFP MFI %
CCCCn1nnnc1NCc1cccs1
  -1 | -2
CN(C)C(=O)CN(C)S(=O)(=O)c1ccc(Cl)cc1
  1 | 31

# Next section
# The line under a structure holds: S aureus QS inh | S aureus QS inh GFP MFI %
Cc1ccc(CNC(=O)CN2C(=O)C3(OCCCO3)c3ccccc32)cc1
  -1 | -7
O=C(NCc1ccco1)c1ccc(N2CCCC2=O)cc1
  3 | 4
C=CCSc1ncccc1C(=O)O
  0 | -1
CCOC(=O)c1cnn(CCOC(=O)c2cccs2)c1NC(=O)c1cccs1
  -2 | -5
CCOC(=O)N1CCC(N2CC34C=CC(O3)C(C(=O)O)C4C2=O)CC1 (configuration not stated)
  -4 | -23
Cc1ccc(NC(=O)CCC(=O)O)cc1F
  0 | 8
CC1Cc2nc(SCC(=O)Nc3ccc4c(c3)OCO4)n(-c3ccc(F)cc3)c(=O)c2S1 (configuration not stated)
  3 | 6
COc1ccc(-c2nc(C#N)c(N3CCOCC3)o2)cc1OC
  0 | -16
O=C(CS(=O)(=O)c1cn(Cc2ccccc2Cl)c2ccccc12)N1CCOCC1
  1 | -4
Cc1ccc(C(=O)N(CN2CCCC2=O)c2ccccc2)cc1C
  0 | -12
CCC(C)(C(=O)NC1CCCC1)N(C(=O)CNC(C)=O)c1ccc(C)cc1 (configuration not stated)
  2 | 8
CN(CC(=O)N1CC(=O)N(CCc2ccccc2)C(=O)C1)S(=O)(=O)c1cccc2nsnc12
  0 | 7
COc1cc(NC(=O)c2cc3c(=O)n(C)c4ccccc4c3n2C)cc(OC)c1OC
  0 | 4
CC1CCCCN1C(=O)Cn1nnc(-c2cccnc2)n1 (configuration not stated)
  -1 | -8
Cc1nc2c(C(=O)N3CCCCC3)cnn2c(C)c1Cc1ccccc1F
  -2 | -19
CCCc1[nH]nc2c1C(c1cn[nH]c1-c1ccc(F)cc1)C(C#N)=C(N)O2 (configuration not stated)
  1 | 13
CC(=O)N1CCc2cc(S(=O)(=O)CCC(=O)NCc3ccc4c(c3)OCO4)ccc21
  -1 | -1
CCOc1ccc(N2CC(C(=O)Nc3cccc(C)c3C)CC2=O)cc1 (configuration not stated)
  0 | 9
CC(=O)N1c2ccc(S(=O)(=O)CCC(=O)O)cc2CC1C (configuration not stated)
  -6 | -15
COc1ccc(C(=O)c2ccc(OC)c(OC)c2)cc1OC
  0 | -3
CNC(=O)C1C2C=CC3(O2)C1C(=O)N(C1CC1)C3C(=O)NCc1ccc(OC)cc1 (configuration not stated)
  0 | 4
Cn1c(-c2ccccc2)cccc1=O
  8 | 42
CCOc1ccc(Cn2nnc(C(=O)NCc3ccc(OC)cc3)c2N)cc1
  2 | -7
CCCCCCC1/C(=N/O)CCC1C(=O)OC (configuration not stated)
  0 | -12

# A portion of the library; count on the stated rates, not on these rows.
